Screening results deposited in PubChem by several laboratories.
EBV LMP1 NFkB = EBV LMP1-driven NF-kappaB luciferase reporter inhibitors, primary screen, cell-based, luminescence, single point; LMP1-induced NF-kappaB luciferase reporter cells; AID 504558, 2011; actives 0.69% (n = 350,000); inhibition, % at 12.5 µM; in the data active = inhibition above about 41%;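 note: 0% = neutral control wells and 100% = reference inhibitor control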
KKLEB cytotox = cytotoxicity in KKLEB CF airway cells, primary screen, cytotoxicity control for CF NF-kB inhibitor project, cell-based, uHTS, fluorescence assay plates. KKLEB CF airway cells viability, ATPlite luminescence, overnight; hits give low values; cells stimulated with P. aeruginosa culture filtrate. activity change (cytotoxicity), % at 5 µM. actives 0.36% (n = 360,000). AID 602141, 2011;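 active = corrected activity change at or below -50% at 5 µM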
SRC1 inh = SRC1 coactivator transcriptional activity inhibitors, primary screen, cell-based, luminescence; HEK293 GAL4-SRC1 luciferase reporter; inhibition, % at 3.6 µM; actives 0.12% (n = 360,000); AID 588354, 2011;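 active = inhibition above the campaign mean plus 3 SD, with each screening campaign given its own cutoff, cut at about 60% in these data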;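 note: 0% = DMSO treated cells and 100% = gossypol at 36 µM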
Target sequence (Q15788 whole entry, looked up, the tested form may be a part): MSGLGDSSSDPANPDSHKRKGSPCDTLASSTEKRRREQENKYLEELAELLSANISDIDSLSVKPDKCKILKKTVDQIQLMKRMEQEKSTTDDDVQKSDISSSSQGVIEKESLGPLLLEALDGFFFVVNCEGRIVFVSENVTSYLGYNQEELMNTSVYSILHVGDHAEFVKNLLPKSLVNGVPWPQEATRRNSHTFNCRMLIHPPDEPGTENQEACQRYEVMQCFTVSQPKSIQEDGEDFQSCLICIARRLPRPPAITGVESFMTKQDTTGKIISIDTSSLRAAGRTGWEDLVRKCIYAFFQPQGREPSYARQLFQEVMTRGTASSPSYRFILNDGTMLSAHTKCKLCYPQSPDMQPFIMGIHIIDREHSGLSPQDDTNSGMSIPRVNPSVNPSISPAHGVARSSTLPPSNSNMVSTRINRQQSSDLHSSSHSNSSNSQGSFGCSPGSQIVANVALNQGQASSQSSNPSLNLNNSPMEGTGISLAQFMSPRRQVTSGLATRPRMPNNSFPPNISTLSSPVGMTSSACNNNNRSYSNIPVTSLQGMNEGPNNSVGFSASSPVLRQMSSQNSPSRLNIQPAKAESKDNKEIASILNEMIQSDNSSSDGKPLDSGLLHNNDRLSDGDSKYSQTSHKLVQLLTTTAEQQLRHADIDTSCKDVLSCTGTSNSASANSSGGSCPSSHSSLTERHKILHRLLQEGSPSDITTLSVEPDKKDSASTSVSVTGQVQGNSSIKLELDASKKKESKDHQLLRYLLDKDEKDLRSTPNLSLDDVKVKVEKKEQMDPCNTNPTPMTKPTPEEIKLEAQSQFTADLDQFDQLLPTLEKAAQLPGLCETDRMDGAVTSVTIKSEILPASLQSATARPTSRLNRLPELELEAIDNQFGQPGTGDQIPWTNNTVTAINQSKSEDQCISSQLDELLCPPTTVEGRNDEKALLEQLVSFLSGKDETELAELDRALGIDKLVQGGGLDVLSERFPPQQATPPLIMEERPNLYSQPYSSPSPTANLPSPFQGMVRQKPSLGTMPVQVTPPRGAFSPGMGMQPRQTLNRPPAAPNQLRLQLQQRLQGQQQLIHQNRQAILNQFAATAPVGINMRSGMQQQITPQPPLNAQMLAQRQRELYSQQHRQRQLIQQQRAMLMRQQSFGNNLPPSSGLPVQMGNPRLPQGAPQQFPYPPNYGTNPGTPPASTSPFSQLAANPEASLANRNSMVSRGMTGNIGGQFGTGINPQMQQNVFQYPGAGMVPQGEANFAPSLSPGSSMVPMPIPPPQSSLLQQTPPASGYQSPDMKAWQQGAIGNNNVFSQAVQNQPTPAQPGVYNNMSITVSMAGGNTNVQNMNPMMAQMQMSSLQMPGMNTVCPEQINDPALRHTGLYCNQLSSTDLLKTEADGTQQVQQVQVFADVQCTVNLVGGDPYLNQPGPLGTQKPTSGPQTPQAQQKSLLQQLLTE
Shn3 3UTR inh = reduction of Shn3 3'UTR firefly luciferase signal, primary screen, Schnurri-3 inhibitor project, cell-based, Clone20 osteoblasts, set 2. Clone20 osteoblast Shn3 3'UTR firefly luciferase, 24 h. inhibition, % at 12.5 µM. actives 0.52% (n = 360,000);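 active = mean inhibition of at least 75% with every replicate also reaching 75%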;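 note: 0% = median of neutral control wells and 100% = pilot-screen positive control compound; some compounds past the cut are filed as inactive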
C8 TRAIL sens = viability loss with TRAIL in NB7+C8 cells, primary screen, TRAIL sensitizer project, cell-based, ATPlite luminescence | inhibition (viability loss, TRAIL sensitization), % at 10 µM | actives 1% (n = 360,000);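 active = compounds causing at least 50% loss of cell viability in the single-dose screen, relative to plate controls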
CF NFkB inh = inhibitors of PAF-induced NF-kB signaling, primary screen, cell-based, GFP fluorescence, uHTS. KKLEB NF-kB-GFP reporter, GFP fluorescence overnight. inhibition, % at 5 µM. actives 0.86% (n = 360,000). AID 588850, 2011;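 active = at least 50% inhibition at 5 µM, scaled per plate between neutral and stimulator controls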;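 note: PAF is a Pseudomonas aeruginosa culture filtrate used as stimulus; plate controls were PAF-stimulated DMSO wells for no effect and unstimulated DMSO wells for full effect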
TROY NFkB inh = inhibitors of TROY-driven NF-kB signaling, primary screen, Q293 LMP1-TROYcd cells, NF-kB luciferase, uHTS. Q293 LMP1-TROYcd NF-kB luciferase reporter, 4 h. inhibition, % at 10 µM. actives 0.98% (n = 360,000). AID 1347056, 2019;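 active = compounds whose plate-normalised and pattern-corrected inhibition of the luciferase reporter signal at the single screening dose is 50% or more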
LRH-1 inv ag = LRH-1 (NR5A2) inverse agonists, primary screen, cell-based, luminescence, HEK293T, StAR-luciferase reporter | LRH-1 transfected, 24 h | actives 0.13% (n = 360,000) | Nuclear receptor subfamily 5 group A member 2 (Homo sapiens), O00482 | inhibition, % at 3.6 µM | AID 602396, 2012;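 active = inhibition above the mean inhibition of all tested compounds plus 3 SD, cut at about 73% in these data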;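 note: 0% = DMSO wells and 100% = reporter-only cells lacking LRH-1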
TWEAK-Fn14 inh = inhibitors of TWEAK-Fn14 signaling, primary screen, luciferase reporter cells, uHTS; TWEAK-stimulated Fn14 reporter cells, luciferase luminescence, 8 h; inhibition, % at 10 µM; actives 2% (n = 360,000); AID 1159606, 2016; in the data active = inhibition above about 50%
COUP-TFII inh = NR2F2 transcriptional activity inhibitors, primary screen, cell-based, luciferase reporter, HEK293T, luminescence; HEK293T NGFI-A luciferase reporter; inhibition, % at 8.6 µM; actives 0.7% (n = 370,000); AID 686940, 2013;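 active = inhibition above a per-plate cutoff, mean inhibition of test wells between control levels plus 3 SD, cut at about 38% in these data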;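 note: cells cotransfected with COUP-TFII expression vector driving the NGFI-A reporter; 0% = median of COUP-TF2 test wells and 100% = reporter-only cells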
SRC3 inh = SRC3 coactivator transcriptional activity inhibitors, primary screen, cell-based, luminescence; Nuclear receptor coactivator 3 (Homo sapiens), Q9Y6Q9; HEK293 GAL4-SRC3 luciferase reporter; inhibition, % at 3.6 µM; actives 0.17% (n = 360,000);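 active = inhibition above a per-campaign cutoff, the mean of all compounds plus 3 SD, cut at about 60% in these data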;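 note: 0% = DMSO-treated cells and 100% = gossypol-treated cells at 36 µM; higher means less SRC3-driven luciferase light from the GAL4 reporter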
* = called active by the depositor; . = no result given.

mol | EBV LMP1 NFkB | KKLEB cytotox | SRC1 inh | Shn3 3UTR inh | C8 TRAIL sens | CF NFkB inh | TROY NFkB inh | LRH-1 inv ag | TWEAK-Fn14 inh | COUP-TFII inh | SRC3 inh
Cc1ccc(CC(NC(=O)C2CCCCC2)C(=O)O)cc1 (stereo unspecified) | -4 | -20 | -8 | -13 | -4 | -26 | -7 | 10 | 0 | -9 | 8
Cc1cc(C)c2sc(NC(=O)C3=COCCO3)nc2c1 | -13 | 1 | -116 | -91 | 29 | -27 | -56 | -204 | 10 | -38 | -103
COc1cc(NS(=O)(=O)c2ccc(NC(=O)c3ccc(S(=O)(=O)N4CCCCC4)cc3)cc2)ncn1 | -1 | 3 | 11 | -14 | -6 | 6 | 7 | -20 | -4 | 9 | -17
Cc1nn(-c2ccccc2)c(C)c1/C=N/NC(=O)c1cc(-c2cccc3ccccc23)n[nH]1 | -48 | -5 | -9 | 3 | -27 | 9 | -5 | -60 | 14 | -40 | -15
CC(C)NC(=O)NC(=O)COC(=O)CCOc1ccccc1 | 1 | 7 | -4 | -7 | -5 | -6 | 2 | 9 | 4 | 17 | 14
CCOC(=O)c1ccc(NC(=O)CCSCCc2ccccn2)cc1 | 6 | -23 | -3 | -23 | 1 | -13 | -4 | -19 | -13 | 9 | -14
CC1(C(=O)NS(=O)(=O)c2cccc(F)c2)CCN1C(=O)C1CCCCC1 (stereo unspecified) | . | 6 | -6 | 5 | -12 | 0 | -21 | 12 | 4 | 21 | 1
Cc1cc(F)ccc1S(=O)(=O)N1CCCOC1CNC(=O)C(=O)NCCN1CCOCC1 (stereo unspecified) | 4 | -16 | -1 | -15 | -1 | 8 | 6 | -20 | 2 | 7 | 4

Reprinted from the part before: two entries; new compounds follow.
mol | EBV LMP1 NFkB | KKLEB cytotox | SRC1 inh | Shn3 3UTR inh | C8 TRAIL sens | CF NFkB inh | TROY NFkB inh | LRH-1 inv ag | TWEAK-Fn14 inh | COUP-TFII inh | SRC3 inh
CC1(C(=O)NS(=O)(=O)c2cccc(F)c2)CCN1C(=O)C1CCCCC1 (stereo unspecified) | . | 6 | -6 | 5 | -12 | 0 | -21 | 12 | 4 | 21 | 1
Cc1cc(F)ccc1S(=O)(=O)N1CCCOC1CNC(=O)C(=O)NCCN1CCOCC1 (stereo unspecified) | 4 | -16 | -1 | -15 | -1 | 8 | 6 | -20 | 2 | 7 | 4
NC(=O)COC(=O)CSc1cccc2cccc(Cl)c12 | -3 | 14 | -20 | -20 | -9 | -10 | 4 | -8 | 26 | 19 | 12
COC(=O)[C@@]12CCCCN1[C@H](c1ccc(-c3ccc(OC)cc3)cc1)[C@H]1C(=O)N(C)C(=O)[C@H]12 | 1 | -6 | -28 | 44 | -7 | 4 | 24 | 7 | 18 | 0 | 17
O=C1C=CC(c2ccccc2)(c2ccccc2)CC1 | -3 | -14 | 3 | -1 | 0 | 14 | -10 | 21 | -8 | 1 | 3
CC1CC(C)CN(S(=O)(=O)c2ccc3c(c2)NC(=O)C(C)C(=O)N3)C1 (stereo unspecified) | -10 | 5 | 8 | 17 | -7 | 7 | 1 | 26 | 0 | 19 | 7
COc1cccc(CN2CCC(n3nccc3NC(=O)CCCc3ccccc3)CC2)c1O | -1 | -6 | -26 | 24 | -9 | 16 | -11 | 8 | -1 | 18 | -8
O=C(Nc1nc(-c2ccccc2)cs1)C1CCCN(S(=O)(=O)c2cccc([N+](=O)[O-])c2)C1 (stereo unspecified) | -12 | -23 | 7 | 27 | 13 | 1 | 2 | -7 | 22 | 17 | 2
Cc1ccc(NC(=O)CCCNC(=O)c2ccc(Cl)cc2)cc1S(=O)(=O)N1CCCCC1 | -1 | 10 | -7 | 7 | 7 | -11 | 24 | -5 | 1 | 19 | -38
Cc1ccc(OCC(=O)Nc2ccccc2F)cc1C | -17 | 9 | -99 | -114 | 5 | -10 | -92 | -120 | -13 | -16 | -70
CN1C(C(=O)NCc2cccc(C(F)(F)F)c2)CC2Cn3c(nc4cc(Cl)c(Cl)cc43)C21 (stereo unspecified) | -11 | 11 | 0 | -31 | 6 | -10 | 9 | -15 | 4 | 8 | -8
Cc1ccsc1C1C2=C(CCCC2=O)Nc2ncnn21 (stereo unspecified) | 1 | -3 | -1 | -7 | 4 | 6 | 10 | 19 | 15 | 8 | 2
CCC(=O)Nc1ccc2nc(C3CC3)n(Cc3ccc(C(C)(C)C)cc3)c(=O)c2c1 | -31 | -12 | -19 | -4 | 20 | 11 | 75* | -24 | 66* | 14 | -5
CCOC(=O)Nc1ccc(S(=O)(=O)N2CCC(C)CC2)cc1 | -2 | -1 | 14 | 15 | -3 | -16 | 1 | 14 | 4 | -2 | 13
Cc1noc(C)c1CSc1ccccc1C(=O)O | -3 | 3 | 12 | -10 | 1 | 5 | -1 | 3 | 37 | -19 | 10
CCOc1cc(NS(=O)(=O)c2ccc(OC)cc2)c(OCC)cc1NC(=O)c1ccco1 | 4 | 6 | 2 | 20 | 0 | 7 | -3 | 25 | -19 | 10 | -3
CCOc1ccc(C(=O)OCC(=O)NC2CCCC2)cc1OCC | -3 | -20 | -16 | -4 | 5 | -2 | -21 | -9 | -8 | -6 | -1
COc1ccc(CN(CC2CCC(C(=O)O)CC2)C(=S)Nc2ccccc2C)cc1 (stereo unspecified) | -13 | 6 | -4 | 12 | -3 | -3 | -14 | -6 | 2 | 4 | 15
COc1cccc(/C=N/Nc2ccc([N+](=O)[O-])cn2)c1O | 52* | -91* | -32 | 79 | 60* | 100* | 56* | -36 | 89* | -55 | 56
Cc1ccc(C)c2[nH]c(=O)c(CCNC(=O)c3ccc4c(c3)OCO4)cc12 | 0 | 2 | -23 | -23 | -23 | -15 | 8 | 21 | -28 | -3 | -2
CCN(C)C1CN(Cc2cn(Cc3ccc(F)cc3)nn2)S(=O)(=O)C1 (stereo unspecified) | . | . | . | . | -5 | . | 7 | 22 | -5 | -1 | .
Cc1ccsc1C(=O)N1CCCC(CCC(=O)NCc2ccc(F)c(F)c2)C1 (stereo unspecified) | 2 | -16 | -15 | . | -8 | 24 | -10 | -1 | -11 | -8 | 11
COCCNC(=O)C1CC2Cn3c(nc4cc(Cl)c(Cl)cc43)C2N1C (stereo unspecified) | -7 | 3 | 11 | -4 | -4 | 22 | 4 | -27 | 14 | -16 | -8
CC(=O)N(CCO)Cc1cc2cc(C)cc(C)c2[nH]c1=O | -3 | -3 | 1 | -4 | 2 | 9 | -6 | 4 | -1 | 1 | -5
Cc1ccc(C)c(C(=O)CCC(=O)Nc2cccnc2)c1 | -2 | 5 | 7 | 10 | 4 | 3 | -8 | 1 | -3 | 2 | -4
O=C(O)c1cccc(Cn2c(Cl)c(/C=N/NC(=O)c3ccccc3O)sc2=O)c1 | -2 | -1 | 2 | -9 | -1 | 11 | 4 | -14 | 4 | 8 | 1
CS(=O)(=O)c1ccc2nc(NC(=O)CCNC(=O)c3ccccc3Cl)sc2c1 | 4 | -7 | -10 | 10 | -11 | 21 | 6 | 0 | 7 | -11 | 11
C=CCn1c(SCC(=O)N(C(C)CC)C2CCS(=O)(=O)C2)nc2ccccc2c1=O (stereo unspecified) | -6 | 16 | 1 | 15 | 9 | -32 | -7 | 7 | -4 | -8 | 5
COc1ccc(NC(=O)C2CCC(=O)N2)cc1 (stereo unspecified) | -1 | -11 | -10 | 0 | -10 | 10 | 8 | -6 | 4 | 2 | -4
O=[N+]([O-])c1ccc(C2OCCO2)cc1CS(=O)(=O)c1ccccc1 | -4 | 19 | -1 | -3 | -3 | -3 | -1 | 4 | 3 | 0 | 4
CCCN1CCN(CCCNC(=O)CN2C(=O)c3cccnc3Oc3ccc(C)cc32)CC1 | -3 | -9 | 1 | -10 | -11 | 8 | -3 | -8 | -10 | -21 | -3
O=S(=O)(Cc1ccc(Cl)cc1)N1CCCCCC1 | -4 | -1 | 2 | -5 | -12 | -13 | -2 | -11 | -9 | 3 | 7
CCOc1ccc(-c2nnc3ccc(SCc4ccc(C(=O)OC)o4)nn23)cc1 | 3 | 7 | 0 | -5 | 0 | -25 | -2 | -4 | 22 | -5 | 8
COc1ccc(N2CCN(CCCNC(=O)C3CCC(CNc4nc(=S)[nH]c5ccccc45)CC3)CC2)cc1 (stereo unspecified) | 10 | -1 | -5 | 41 | 19 | -7 | 6 | 14 | 8 | 32 | 11
CC(C)(C)c1ccccc1NC(=O)c1cc(-c2ccncc2)nc2ccccc12 | -9 | -16 | 9 | 10 | -2 | 5 | -1 | 18 | 20 | 1 | -3
Nc1c(-c2ccccc2Cl)cnn1-c1cccc([N+](=O)[O-])c1 | -3 | -8 | -6 | -15 | 11 | -4 | -41 | -33 | -28 | -6 | -16
Cc1ccccc1C1=C/C(=C(\SS/C(C(=O)c2ccc(OCC(=O)O)c(Cl)c2Cl)=C2\C=C(c3ccccc3C)SS2)C(=O)c2ccc(OCC(=O)O)c(Cl)c2Cl)SS1 | 13 | 10 | -4 | 27 | -3 | 5 | 39 | -17 | 57* | 1 | -8
O=S(Cc1ccc(Cl)cc1)c1ccccc1 (stereo unspecified) | -5 | -11 | -18 | -7 | -6 | 12 | -21 | 4 | -6 | 0 | -13
NC(=O)CC(NC(=O)c1ccc(Br)cc1)c1ccc(NC2CCCCCC2)c([N+](=O)[O-])c1 (stereo unspecified) | 5 | -6 | -11 | 31 | 9 | -16 | -2 | 11 | -15 | 24 | 13
COc1cccc(/C=N/NC(=O)CCn2nnc3ccccc32)c1 | 2 | 2 | -5 | 5 | -7 | 7 | -2 | 8 | 7 | -1 | 11
CCC(=O)Nc1ccc(-c2cc3ccccc3oc2=O)cc1 | 7 | 8 | -56 | -21 | 1 | -2 | -52 | -38 | -4 | -4 | -41
CCc1ccc2c(c1)NC(=O)C2(C)Cc1ccc(C(F)(F)F)nc1 (stereo unspecified) | . | 7 | 2 | -17 | 5 | 0 | 14 | 1 | 3 | 0 | -16
Cn1ccc2c(-c3cncc4ccccc34)cc3c(c21)C1CCC3C1 (stereo unspecified) | . | -26 | -1 | 0 | 20 | 44 | 6 | -22 | 7 | 9 | -3
CN(Cc1cccs1)C(=O)c1ccc(Cl)c(S(=O)(=O)N2CCCCCC2)c1 | 10 | -12 | 4 | 27 | 18 | 8 | 6 | 4 | 13 | 6 | -7
COc1ccc(CN(C(=O)CSc2nnc(-c3ccc(OC)c(OC)c3)o2)c2ccc(F)cc2)cc1 | 1 | -16 | 7 | 25 | 10 | 18 | 17 | 7 | 41 | -4 | -1

An excerpt; count on the stated rates, not on these rows.
